D1 potentiator: potentiators of human D1 dopamine receptor. 360,000 compounds, 0.036% hits. AID 504651. HEK293 TREx D1 cells, calcium flux, dopamine EC20 potentiation. potentiation, % at 10 µM. P21728; in the data active means potentiation above about 30%; further: 0% is about no effect
LDHA block: LDHA (human) enzyme inhibition | purified LDHA, NADH/diaphorase-resazurin fluorescence; hits give low values | P00338 | 480,000 compounds, 0.15% hits | activity change, % (values are at about 110 or 230 µM); in the data active means activity change below about -30%; inconclusive means mostly about -25% to -30%;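 further: plate controls were DMSO wells for no effect and wells without enzyme for full effect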
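Resorufin fluorescence (ex540/em590), read at 0 and 20 min after diaphorase/resazurin addition, reports the NADH left after a 5 min room-temperature reaction of 2 nM human LDH5 with 0.06 mM NADH and 0.2 mM pyruvate.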
D2 potentiator: positive allosteric modulators of human D2 dopamine receptor | P14416 | HEK293 T-REx D2, calcium flux, EC20 dopamine potentiation | potentiation, % at 10 µM | 340,000 compounds, 0.34% hits | AID 485347;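 active means potentiation over 3 SD above the plate norm, cut at about 30% in these data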; further: 0% is about no effect
Target sequence (P14416 whole entry, looked up): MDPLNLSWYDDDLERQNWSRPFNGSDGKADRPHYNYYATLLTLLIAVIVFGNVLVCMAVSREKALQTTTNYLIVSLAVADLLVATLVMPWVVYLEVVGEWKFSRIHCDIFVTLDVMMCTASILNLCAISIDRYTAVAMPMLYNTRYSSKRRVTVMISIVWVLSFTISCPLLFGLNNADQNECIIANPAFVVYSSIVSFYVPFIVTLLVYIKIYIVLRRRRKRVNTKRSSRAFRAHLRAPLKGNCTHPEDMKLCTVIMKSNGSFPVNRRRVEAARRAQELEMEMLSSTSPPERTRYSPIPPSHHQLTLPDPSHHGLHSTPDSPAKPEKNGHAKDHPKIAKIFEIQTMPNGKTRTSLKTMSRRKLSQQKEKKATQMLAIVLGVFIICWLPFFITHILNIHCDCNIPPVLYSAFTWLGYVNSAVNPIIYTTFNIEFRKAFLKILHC
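Primary screen. Calcium kinetics in induced HEK293 T-REx D2 cells: compound pre-addition 180 s, EC20 dopamine, 180 s more.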
Vif-A3G inh: Vif-A3G binding inhibition; Potency, µM (titrated, usually from 46.1 µM), inactives show at the top dose activity, negative = active, usual class: inhibitors; HeLa A3G-eYFP + Vif (tagged APOBEC3G with the HIV-1 protein that degrades it), YFP fluorescence, overnight; Q9HC16; 410,000 compounds, 0.076% hits;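 further: potency means the concentration at half of the fitted maximal effect; on the % scale 0 is the no-effect control and ±100 the full control effect; nearly all actives have a fitted effect of over 60% in size; hits raise eYFP signal because A3G escapes Vif-driven loss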
Target sequence (Q9HC16 whole entry, looked up): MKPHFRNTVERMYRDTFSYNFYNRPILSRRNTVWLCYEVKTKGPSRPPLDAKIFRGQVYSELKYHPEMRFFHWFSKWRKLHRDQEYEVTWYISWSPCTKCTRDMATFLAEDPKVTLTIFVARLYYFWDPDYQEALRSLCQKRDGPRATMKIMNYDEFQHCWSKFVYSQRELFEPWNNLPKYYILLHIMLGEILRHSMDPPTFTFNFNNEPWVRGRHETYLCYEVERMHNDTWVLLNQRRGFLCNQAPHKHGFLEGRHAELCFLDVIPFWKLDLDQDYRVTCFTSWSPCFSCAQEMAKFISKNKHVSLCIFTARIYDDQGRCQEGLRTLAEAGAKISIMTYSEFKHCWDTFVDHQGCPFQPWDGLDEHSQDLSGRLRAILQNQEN
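Read-out is eYFP fluorescence (Ex 488/Em 500-530) from Vif-expressing HeLa A3G-eYFP cells; more signal means A3G escaped Vif-mediated degradation. Cells plated overnight, compound pinned in, incubated overnight at 37 deg C.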
D1 antag: human D1 dopamine receptor antagonism; HEK293 TREx D1 cells, calcium flux, dopamine EC80; hits give low values; activity change, negative = inhibition, % at 10 µM; 360,000 compounds, 3.2% hits; in the data active means activity change below about -30%; further: on the % scale 0 is the no-effect control and ±100 the full control effect
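Tetracycline-induced HEK293 T-REx cells with force-coupled D1 receptor were loaded with a no-wash calcium dye. Compound was added after a 10 s baseline and read kinetically for 180 s; EC80 dopamine was then added and calcium flux followed another 180 s.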
D1 ag: agonists of human D1 dopamine receptor; activation, % at 2 µM; 360,000 compounds, 1% hits; HEK293 T-REx D1 cells, calcium flux, agonist mode; in the data active means activation above about 30%; further: 0% is about no effect
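Tetracycline-induced HEK293 TREx D1 cells, force-coupled to calcium signalling, were dye-loaded with a no-wash calcium kit. Compound was pin-added after a 10 s baseline. Fluorescence was read kinetically at 1 cycle/s for 180 s, with calcium rises flagged as agonism.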
RXFP1 ag: agonists of human relaxin receptor RXFP1; Q9HBX9; Potency, µM (highest dose often 57.5 µM), without a hit: top-dose activation, most hits filed as activators; 370,000 compounds, 0.3% hits; AID 2676; HEK293T-RXFP1 cAMP TR-FRET, 30 min; response scale: percent of porcine relaxin response, buffer zero; further: potency means the concentration at half of the fitted maximal effect; on the % scale 0 is the no-effect control and ±100 the full control effect; nearly all actives have a fitted effect of over 60% in size; many of its hits are not listed in these tables
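Agonist response is measured as cAMP accumulation in an RXFP1-transfected HEK293T line under PDE4 inhibition. Values are scaled between buffer-only and 29 nM porcine relaxin, and EC50s come from standard Hill equation fits.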
Glioma ERSR ind: inducers of ER stress response in human glioma cells. U87-MG GRP78 promoter luciferase reporter, 16 h. Potency, µM, for the others: at the top dose activation, actives largely listed as activators. 420,000 compounds, 0.02% hits. AID 602332; further: potency means the concentration at half of the fitted maximal effect; series mostly up to about 76 µM; % of control where 0% means no effect; nearly all actives have a fitted effect of over 35% in size
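ERSR induction read as luciferase luminescence (Bright-Glo, 10 min at room temperature) in stably transfected human U87-MG glioma cells exposed to compounds for 16 h, using GRP78 as sensor.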
Vif-APOBEC3F blk: inhibitors of Vif-A3F interaction. Potency, µM (highest dose often 46.1 µM), inactives show at the top dose activity, negative = active. HeLa A3F-eYFP + Vif (tagged APOBEC3F with the HIV-1 protein that degrades it), YFP fluorescence increase. 390,000 compounds, 0.2% hits; further: potency means the concentration at half of the fitted maximal effect; % of control where 0% means no effect; nearly all actives have a fitted effect of over 65% in size
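Fluorescence increase (Ex 488/Em 500-530) after overnight compound treatment at 37 deg C flags inhibition of Vif-driven A3F-eYFP loss in stable HeLa A3F-eYFP/Vif cells seeded overnight beforehand.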
* = called active by the depositor; ? = inconclusive; / = not tested or not shown; & = joins results of further samples. Unless noted, the call rests on the fitted dose curve; in most records, active means well fitted curve in the direction sought with a large enough effect; inconclusive means small, poorly fitted or top-dose-only effect, or another doubt; inactive means no such curve, though single readings can be large; an effect the other way counts as inactive or inconclusive. Not all compounds are listed (hit frequency here may not be typical).

Structure,D1 potentiator,LDHA block,D2 potentiator,Vif-A3G inh,D1 antag,D1 ag,RXFP1 ag,Glioma ERSR ind,Vif-APOBEC3F blk
COc1ccccc1N(CC(=O)NCCSCc1ccccc1Cl)S(C)(=O)=O,-6.7&-1.8,-3.6&-9.5,1.5&3.3,3.7%&-0.1%,7.9&-9.4,9.5&9.9,0.1%&-0.1%,-2.1%&-1.8%,1.4%&0.0%
CCOC(=O)N1CCN(c2ccc(Cl)c(Cl)c2)CC1,-5.0,6.5,-7.1,0.8%,-15.6,19.2,1.5%,-3.5%,1.4%
Cc1ccccc1CNC(=O)CCC(=O)N1CCOc2ccc(Cl)cc21,1.9,-10.7,-17.8,2.1%,-4.3,1.1,-0.2%,-0.8%,-6.6%
CC1CCCCN1C(=O)c1c([N+](=O)[O-])cnn1C (centres undefined),-1.6,-4.2,2.3,3.6%,-2.5,3.0,2.0%,-1.9%,-4.8%
O=C(O)c1ccccc1CSc1nc2ccccc2s1,0.6,-10.4,-10.3,-1.3%,-5.4,-1.4,-2.9%,2.1%,2.8%
O=C(Nc1ccc2c(c1)OCCO2)C1CCN(c2cnccn2)CC1,3.8,-4.5,2.0,-0.5%,-11.6,2.5,4.9%,-0.7%,-2.0%
C/C(=N\NC(=O)c1cc(C(C)(C)C)[nH]n1)C12CC3CC(CC(C3)C1)C2,5.2,0.1,-4.4,1.0%,-17.7,0.6,5.2%,4.9%,-20.1%
CCc1ccc(-c2[nH]c3c(c2-c2c(-n4cccc4)n(C)c(=O)[nH]c2=O)c(=O)[nH]c(=O)n3C)cc1,0.9,0.4,11.6,-1.4%,5.3,1.5,3.6%,-1.5%,4.4%
COc1ccc(-c2nsc3c(SCc4ccccc4)ncnc23)cc1,-9.6,-1.0,24.6,1.0%,-16.6,10.1,-2.1%,6.5%,-7.9%
Cc1ccc(C)n1-c1nccc(-c2ccco2)n1,0.1,1.8,-12.5,0.0%,4.5,1.4,-5.5%,2.6%,13.9%
CCOc1ccc(NC(=O)COn2nnc3ccc(S(=O)(=O)N4CCOCC4)cc32)cc1,-1.8,-8.6,4.9,-3.6%,-10.0,-2.2,0.0%,-2.2%,?
CC(=O)N1CCN(C(=O)CNc2cc(C(F)(F)F)ccc2OCC(F)(F)F)CC1,-7.4,0.4,/,0.7%,5.8,3.9,1.3%,-2.1%,-5.6%
O=C(c1ccc(N2CCCC2)c([N+](=O)[O-])c1)N1CCN(S(=O)(=O)c2ccccc2)CC1,-4.0,0.2,5.1,-4.2%,-7.2,1.7,0.2%,-2.6%,-7.8%
COc1ccccc1-c1nc(-c2ccc(C(=O)O)cc2)no1,/,-0.6,/,-1.4%,/,/,/,-0.2%,0.3%
COc1ccc(-n2nc(C(=O)N3CCCC(C)C3)c3c4ccccc4n(C)c3c2=O)cc1Cl (centres undefined),7.5,-3.9,-2.1,0.1%,15.4,-1.6,3.5%,-2.4%,-3.6%
COCCn1c(N2CCN(c3ccc(OC)cc3)CC2)nc2c1c(=O)[nH]c(=O)n2C,1.3,5.2,-2.8,-0.8%,-4.5,2.1,1.4%,1.3%,-8.2%
O=C1CCCN1Cc1ncnn1-c1ccccc1,-3.1,-0.9,5.8,0.0%,-25.5,0.4,-2.1%,-0.6%,-4.8%
Cc1ccc(S(=O)(=O)N(CC(=O)NCC2CCCO2)Cc2cccc(C)c2)cc1 (centres undefined),1.8,-11.7,/,-0.3%,13.9,1.2,-2.3%,-2.2%,-3.5%
Cc1ccc(CN2CC(C(=O)NC(c3nc4ccccc4[nH]3)C(C)C)CC2=O)cc1 (centres undefined),2.1,-0.4,5.1,-1.9%,-0.5,3.6,2.4%,-3.6%,-2.0%
CC(c1ccccc1)C(NC(=O)OCC1c2ccccc2-c2ccccc21)C(=O)O (centres undefined),-2.4,-3.0,5.6,-2.6%,10.8,0.3,0.3%,-3.6%,2.8%
Cc1ccc(-c2nn3c(=O)cc(CN4CCN(C(=O)c5ccc(C(C)(C)C)cc5)CC4)nc3s2)cc1,4.8,0.9,-3.1,-2.1%,-5.3,-0.2,5.0%,-0.7%,-4.4%
CCN1CCN(Cc2nc3cc(NC(=O)c4ccccc4[N+](=O)[O-])ccc3n2CC)CC1,0.7,-7.5,10.9,3.0%,3.1,0.7,-1.9%,-4.2%,-12.1%
Cc1cc(C(=O)N/N=C/c2cccs2)no1,-1.0,1.8,6.0,4.9%,6.6,2.4,-0.5%,-1.7%,?
Cc1sc2nc(CN3CCOCC3)nc(NS(=O)(=O)c3ccccc3)c2c1C,-3.6,-2.5,0.2,-3.2%,3.7,5.7,0.3%,-6.1%,-7.1%
CCOc1ccc(S(=O)(=O)N2CCCC(C(=O)N3CCOCC3)C2)cc1 (centres undefined),-0.1,-3.5,8.3,1.5%,12.9,6.7,0.7%,-4.9%,-11.7%
CCn1c(SCC(=O)c2ccc(Cl)cc2)nnc1-c1cccs1,-0.8,-0.8,-10.2,-3.5%,-3.9,0.7,0.1%,2.2%,1.6%
COc1ccccc1C(=O)C1CCCN(Cc2ccc(Oc3ncccn3)cc2)C1 (centres undefined),-5.0,-3.8,-22.4,2.1%,-2.1,2.9,-0.2%,-0.3%,2.5%
Cc1ccc(S(=O)(=O)NC(=O)Nc2c(C)n(C)n(-c3ccccc3)c2=O)cc1,-7.9,0.9,5.9,-4.3%,-19.8,0.4,1.4%,-4.5%,-0.3%
CCOc1ccc2nc(NC(=O)CSc3nnnn3C3CCCCC3)sc2c1,1.4,-3.1,-2.3,0.0%,6.0,6.0,0.8%,1.8%,-1.4%
CC(=O)c1c(C)[nH]c(C(=O)NCc2ccc(C)cc2)c1C,-2.2,-1.1,-4.3,-2.2%,-1.4,3.8,1.8%,4.4%,-5.8%
O=C(CCCn1c(=O)c2cccn2c2cccnc21)NCc1ccc(F)cc1,-4.5,-2.4,3.3,-6.8%,-2.1,0.5,7.6%,0.7%,0.6%
c1ccc(Nc2ccccc2Nc2ccccn2)nc1,-1.6,5.0,26.7,-0.6%,-9.5,0.7,0.6%,-3.7%,-15.1%
C=CCn1c(O)c(N=NC(=O)CNC(=O)/C=C/c2ccco2)c2ccccc21,-5.4,-2.6,/,-8.1%,0.3,1.1,1.4%,-1.5%,1.2%
CN(C)C(CNC(=O)c1cccc(OC(F)F)c1)c1ccco1 (centres undefined),-0.9,-1.3,/,1.6%,38.8,7.7,-1.2%,2.3%,-0.6%
CC1(C)CN(c2cccc(Br)c2)C1=O,-3.2,-8.3,-7.4,-2.4%,2.4,4.3,-3.4%,-3.5%,-9.6%
Nc1nc(Nc2cccc(Cl)c2)nc(NCCO)c1[N+](=O)[O-],5.3,2.1,4.4,-15.5%,29.7,1.0,1.0%,-1.8%,-2.4%
CS(=O)(=O)Cc1ccc(C(=O)N(CCc2ccccc2)Cc2ccccc2)cc1,-1.9,-3.8,-7.5,-4.8%,31.7,2.1,0.9%,-2.8%,-10.0%
CC(=O)c1ccc(NC(=O)CSC2=NS(=O)(=O)c3cc(Cl)ccc3N2)cc1,-2.2,-3.8,-8.9,2.4%,-3.7,7.8,2.3%,-1.1%,3.9%
CCc1ccc(CN(C)C(=O)c2cc(=O)c3ccccc3o2)cc1,12.3,2.0&-3.5,7.1,8.6%,16.5,-4.9,-2.0%,-3.6%,0.0%
CN(Cc1ccccc1)C(=O)c1cc(S(=O)(=O)N2CCOCC2)cn1C,-1.7,-6.9,-3.9,1.3%,12.1,7.2,2.9%,-2.0%,2.6%

Single entries from above:
RXFP1 ag result of `CN(C)C(CNC(=O)c1cccc(OC(F)F)c1)c1ccco1` (centres undefined) = -1.2%
Vif-APOBEC3F blk result of `CC(=O)c1ccc(NC(=O)CSC2=NS(=O)(=O)c3cc(Cl)ccc3N2)cc1` = 3.9%

New compounds follow
Structure,D1 potentiator,LDHA block,D2 potentiator,Vif-A3G inh,D1 antag,D1 ag,RXFP1 ag,Glioma ERSR ind,Vif-APOBEC3F blk
COc1ccc2nc(C)cc(SCC(=O)Nc3c(C)cc(C)cc3C)c2c1,/,-3.2,/,3.9%,/,/,12.8%,-6.5%,0.1%
N#CCn1c(C2CCCCC2)nc2ccccc2c1=O,-1.1,-2.0,4.5,-4.7%,8.4,-0.6,0.0%,-0.8%,-5.5%
O=C(O)COc1ccccc1/C=C1\SC(=S)N(NC(=O)c2ccccc2O)C1=O,-1.1,-0.1,-10.0,0.7%,2.1,4.5,0.2%,-2.7%,4.4%
Cc1ccc(S(=O)(=O)N(C)C)cc1NC(=O)C(C)OC(=O)c1ccc2ccccc2n1 (centres undefined),19.5,-1.5,1.3,-6.4%,-5.0,-0.1,1.5%,2.1%,0.0%
CCCCOc1ccc(C(C)NC(=O)C2CCCN(S(=O)(=O)CCC)C2)cc1 (centres undefined),-1.1,-0.4,16.9,0.1%,0.9,3.7,1.3%,-1.1%,6.1%
COc1ccc(Cc2noc(-c3ccccc3)n2)cc1OC,-3.9,-1.6,0.5,0.9%,-1.8,7.5,0.7%,0.1%,0.1%
COCCN(CCOC)Cc1c(O)ccc2c3c(c(=O)oc12)CCC3,-3.8,-0.2,4.0,1.6%,6.8,-0.2,13.7%,-0.1%,-1.6%
Nc1c(C(=O)NCC2CCCO2)sc(=S)n1-c1ccccc1 (centres undefined),-2.4,0.0,15.7,2.4%,6.7,3.3,0.1%,-0.6%,-4.4%
Cc1cccc(C)c1Nc1nnc(SCc2cc([N+](=O)[O-])cc3c2OCOC3)s1,1.6,0.7,2.1,-6.0%,5.5,0.8,0.4%,2.2%,-1.3%
O=C(c1ccc2nc(N3CCOCC3)sc2c1)N1CCCC1,-3.3,-1.2,-7.0,-3.4%,9.5,3.5,0.2%,-3.0%,3.8%
CN(C)S(=O)(=O)c1cc(C(=O)NCC2CCCO2)c(Cl)cc1Cl (centres undefined),-6.0,-7.0,2.6,1.0%,-13.0,1.1,-0.3%,-2.9%,-2.1%

Compound activity as filed in PubChem.
